Source: PubChem BioAssay (National Center for Advancing Translational Sciences (NCATS))
Epigenetic derep: derepresses silenced GFP reporter in murine cells; murine LDR cells, GFP reporter derepression, 30 h; Potency, µM (doses to about 53.9 µM), inactives show top-dose GFP activation, hits mostly activators; 280,000 tested, 0.2% active; AID 1865; note: potency is the fitted concentration of half-maximal effect; % of control where 0% means no effect; nearly all actives have a fitted effect of over 60% in size
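Reporter derepression read as number of fluorescent GFP-positive objects, 20-120 um in size, counted by laser-scanning cytometer. Mouse LDR line with an epigenetically silenced CMV-GFP locus; compound incubation 30 h, 37 C.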
GLA spleen mod: inhibits or activates alpha-galactosidase in human spleen homogenate. P06280. human spleen homogenate, 4MU-alpha-Gal fluorescence, 40 min. Potency, µM (titrated, usually from 80 µM), for inactives: at the top dose activity change, negative = inhibition, most hits filed as inhibitors. 240,000 tested, 0.008% active. AID 2107;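 note: potency is the fitted concentration of half-maximal effect; 0% = enzyme with vehicle and -100% = no enzyme basal signal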
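Human spleen homogenate (1 ug) as enzyme source, 4-methylumbelliferyl-alpha-D-galactopyranoside 1 mM final, citrate/phosphate pH 5.0 with 0.01% Tween-20. Compounds 40 min at 37C, NaOH/glycine stop; fluorescence Ex 365/Em 440, Hill-fit AC50.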
NPSR antagonist: antagonists of human neuropeptide S receptor cAMP signaling; AID 1461; Potency, µM (titrated, usually from 38.3 µM), inactives show top-dose activity change, negative = inhibition, actives largely listed as inhibitors; 220,000 tested, 1% active; CHO-NPSR cells, cAMP TR-FRET, antagonist mode; note: potency is the fitted concentration of half-maximal effect; % is set by controls: 0 for no effect and ±100 for the full control effect; nearly all actives have a fitted effect of over 50% in size; many of its hits are not listed in these tables
Target sequence (Q6W5P4 whole entry, looked up): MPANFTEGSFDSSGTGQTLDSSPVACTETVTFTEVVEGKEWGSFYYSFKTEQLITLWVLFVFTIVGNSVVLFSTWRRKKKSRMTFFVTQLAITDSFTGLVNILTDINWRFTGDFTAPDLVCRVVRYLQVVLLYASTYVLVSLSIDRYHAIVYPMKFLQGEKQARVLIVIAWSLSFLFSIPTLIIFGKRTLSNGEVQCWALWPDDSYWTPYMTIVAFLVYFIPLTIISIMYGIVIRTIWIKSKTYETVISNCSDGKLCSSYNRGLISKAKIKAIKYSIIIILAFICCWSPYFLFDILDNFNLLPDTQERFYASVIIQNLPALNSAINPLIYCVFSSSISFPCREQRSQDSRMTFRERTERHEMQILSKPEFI
CBFb-RUNX1 inh: blocks binding between human CBF-beta and RUNX1; Potency, µM (top dose mostly 59.8 µM), for inactives: at the top dose activity, negative = inhibition, usual class: inhibitors; AlphaScreen CBFb-His/RUNX1-biotin binding, biochemical; 230,000 tested, under 10 active; note: % of control where 0% means no effect
Target sequence (Q01196 whole entry, looked up): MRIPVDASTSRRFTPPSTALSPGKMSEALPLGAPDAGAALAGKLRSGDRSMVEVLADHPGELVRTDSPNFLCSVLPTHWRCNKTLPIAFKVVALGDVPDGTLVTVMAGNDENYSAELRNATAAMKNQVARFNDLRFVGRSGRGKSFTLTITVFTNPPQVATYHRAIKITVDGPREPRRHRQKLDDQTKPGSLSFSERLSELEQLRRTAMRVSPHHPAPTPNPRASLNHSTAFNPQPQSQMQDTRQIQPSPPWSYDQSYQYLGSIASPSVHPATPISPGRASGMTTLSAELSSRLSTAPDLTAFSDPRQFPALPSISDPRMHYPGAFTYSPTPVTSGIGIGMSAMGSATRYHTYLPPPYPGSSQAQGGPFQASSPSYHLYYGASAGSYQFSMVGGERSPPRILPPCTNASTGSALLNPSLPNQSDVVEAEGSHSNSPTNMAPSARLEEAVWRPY
Target sequence (Q13951 whole entry, looked up): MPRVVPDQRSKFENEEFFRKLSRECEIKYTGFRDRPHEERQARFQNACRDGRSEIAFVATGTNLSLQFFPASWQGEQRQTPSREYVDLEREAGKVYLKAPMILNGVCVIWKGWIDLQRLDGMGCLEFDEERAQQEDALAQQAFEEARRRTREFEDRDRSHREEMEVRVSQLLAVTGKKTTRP
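Interaction loss through any mechanism counts as activity. Pre-formed complex of His-CBF-beta and biotin-RUNX1 (30 nM apiece) is incubated with compound 15 min, then with 50 ng nickel and 50 ng streptavidin beads for 90 min before AlphaScreen detection.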
Luc counter: blocks Kinase-Glo luciferase, a counter-screen artifact; Q27757; Kinase-Glo luciferase, ATP luminescence, 8 min; Potency, µM (titrated, usually from 38.3 µM), without a hit: top-dose activity change, negative = inhibition, hits mostly inhibitors; 200,000 tested, 0.28% active; AID 1379; note: potency is the fitted concentration of half-maximal effect; % is set by controls: 0 for no effect and ±100 for the full control effect; nearly all actives have a fitted effect of over 60% in size
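Luminescence was the read-out, taken after 8-minute incubation at ambient temperature. Luciferase turned over luciferin with 10 uM ATP in imidazole pH 7.2 buffer containing KCl, MgCl2, Tween 20 and BSA.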
IMPase Li inh: cell-permeable IMPase inhibitors with lithium potentiation. AID 1457. Potency, µM (doses to about 59.4 µM), for inactives: at the top dose activity, negative = IMPase inhibition, hits mostly inhibitors. CHO-M1 cells, IP1 TR-FRET (IP-One), carbachol + lithium. 210,000 tested, 0.35% active;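 note: IP1 builds up when IMPase is blocked and the TR-FRET signal falls; potency is the fitted concentration of half-maximal effect; plate controls were basal vehicle for no effect and high inhibitor control for full effect; nearly all actives have a fitted effect of over 50% in size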
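CHO cells stably expressing M1 receptor (2000/well, cultured 16–30 h) treated 30 min at 37C with compound plus low lithium. Cytosolic IP1 by TR-FRET (665/620 ratio and 620 channel) after 10 min lysis; AC50 by Hill fit.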
LMNA splice mod: modulators of lamin A splicing | HeLa LMNA splicing GFP/RFP minigene ratio, 48 h | Potency, µM (highest dose often 46.1 µM), for inactives: top-dose ratio change, negative = inhibition, actives largely listed as inhibitors | 200,000 tested, 0.01% active | AID 1487; active = well fitted inhibition curve with a large enough effect in the signal ratio, with a control signal flat, not every such curve was filed as active; inconclusive = small, poorly fitted or top-dose-only effect, or effect the other way, or a change in a side signal; the % refers to the signal ratio; note: potency is the fitted concentration of half-maximal effect; % is set by controls: 0 for no effect and ±100 for the full control effect
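Read-out is the ratio of GFP to DsRed2 object intensity, acquired by 488 nm laser-scanning cytometry on HeLa lamin A-EGFP minigene reporter cells. Compound incubation 48 hrs at 37 °C in Opti-MEM with 2% FBS; DMSO 0.5% final.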
An asterisk follows results filed as active; ? = inconclusive; . = no result given; & = joins results of further samples; [ ] = remark or other dose. Unless noted, calls come from the whole dose curve; as a rule, active = well fitted curve in the direction sought with a large enough effect; inconclusive = small, poorly fitted or top-dose-only effect, or another doubt; inactive = no such curve, though single readings can be large; an effect the other way counts as inactive or inconclusive. These rows are one share of the data, so the mix of outcomes need not match the whole.

Each structure is followed by: Epigenetic derep, GLA spleen mod, NPSR antagonist, CBFb-RUNX1 inh, Luc counter, IMPase Li inh, LMNA splice mod
> NS(=O)(=O)c1ccc(NC(=O)C2CCCO2)cc1 (configuration not stated)
  -1.0%, -21.2%, -4.8%[46.1 µM], 8.3%, 17.9%, 15.2%[38.3 µM], 18.2%
> CCOC(=O)c1cc(C#N)c(SCc2cccc3ccccc23)nc1C
  1.6%, -0.6%, -11.3%[46.1 µM], 2.9%, -1.4%, 5.3%[38.3 µM], -1.6%
> CCOCCc1nnc(NC(=O)c2cc(OC)c(OC)c(OC)c2)s1
  -1.0%, -7.1%, -2.7%[46.1 µM], 1.1%, 0.5%, 29.1%[38.3 µM], -11.3%
> O=C1OCC2=C1C(c1ccc(F)cc1)c1cc3c(cc1N2)OCO3 (configuration not stated)
  3.9%, 5.1%, 9.3%, ?, 0.0%, 1.7%, ?
> Cc1[nH]n(-c2ccccc2)c(=O)c1C=Nc1ccc(S(=O)(=O)Nc2nccs2)cc1
  2.4%, 1.6%, -7.1%, -1.7%, -5.2%, 0.6%, .
> CC(=O)Nc1ccc(S(=O)(=O)NCCSCc2cccc(Cl)c2)cc1
  -0.1%, 5.5%, -4.3%, -5.9%, 1.3%, 1.5%, ?
> COCC(=O)NC1CCN(S(=O)(=O)c2cccc(C(C)=O)c2)CC1
  -3.1%, -2.4%, 4.7%, 2.0%, 1.1%, -1.7%, 4.1%[46 µM]
> CCOC(=O)N1CCN(C(=O)C(CC)c2ccccc2)CC1 (configuration not stated)
  0.9%, 3.5%, 9.0%, -3.1%, 12.7%, 1.4%, 14.4%
> O=C(COc1ccccc1O)Nc1ccc(Cl)cc1
  0.0%, -2.0%, -5.2%[46.1 µM], -0.5%, -1.2%, 7.8%[38.3 µM], 5.7%
> CSC1=NCCN1C(=O)C12CC3CC(CC(C3)C1)C2
  -4.2%, 2.2%, 6.3%, -0.9%, -1.9%, -5.8%, .
> Cc1ccc2cc(C)c(Sc3nnnn3-c3ccccc3)nc2c1
  1.1%, -0.1%, -24.8%, 1.9%, -0.8%, -0.4%, ?
> Cc1cccc2cc(CN(CCN3CCCC3)C(=O)NC3CCCCC3)c(=O)[nH]c12
  2.0%, -2.7%, -24.5%[46.1 µM], 1.2%, 13.6%, 4.5%[38.3 µM], -2.0%
> Cc1noc(C)c1CSc1nnc(-c2ccccc2)n1N
  -1.1%, -1.6%, -4.8%[46.1 µM], 2.8%, 14.5%, -1.5%[38.3 µM], 7.8%
> CC(C)COc1ccc(C(=O)N(Cc2ccco2)C2CCS(=O)(=O)C2)cc1 (configuration not stated)
  -3.9%, 4.3%, -6.1%[46.1 µM], 1.5%, -0.4%, 6.2%[38.3 µM], ?
> COc1ccc(/C=N/OCC(=O)NC(c2ccccc2)c2ccccc2)c(OC)c1
  -1.3%, -5.5%, -31.3%, 0.3%, 11.3%, 12.1%, ?
> CCOC(=O)c1ccccc1NC(=O)c1ccccc1N(C)S(C)(=O)=O
  0.0%, -8.2%, -11.4%[46.1 µM], -2.0%, -0.1%, -11.0%[38.3 µM], 7.6%
> CN1CCC(N2CCCC(C(=O)O)C2)CC1 (configuration not stated)
  -3.0%, -11.1%, 2.5%[46.1 µM], 2.9%, 1.3%, -2.7%[38.3 µM], -1.1%
> c1ccc2c(CCNc3ncnc4nc[nH]c34)c[nH]c2c1
  -1.0%, 1.9%, 16.9%, 2.7%, 0.0%, 5.5%, ?
> O=C(NCC(c1cccnc1)N1CCOCC1)c1cccc(Cl)c1 (configuration not stated)
  -1.9%, -3.4%, -7.0%[46.1 µM], -0.3%, 6.7%, -2.4%[38.3 µM], 6.0%
> Cc1ccc(-c2nnc(-c3cccs3)o2)cc1
  -1.5%, 2.9%, -9.1%, 6.2%, -7.5%, 6.0%, -1.4%[46 µM]
> COCCCN1C(=O)C(=O)/C(=C(/O)c2ccc(OCC(C)C)cc2)C1c1cccnc1 (configuration not stated)
  -0.6%, 0.8%, 2.7%[46.1 µM], 5.8%, -1.3%, ?, 13.2%
> Cc1ccc(-n2c(C)cc(C(=O)COC(=O)C3=NNC(=O)CC3)c2C)cc1
  1.4%, 2.3%, -4.9%[46.1 µM], -21.8%, -0.5%, 31.3%[38.3 µM], -3.9%
> CCOC(=O)N1CCC(NC(=O)Cn2cc3c(n2)CCC(C)C3)CC1 (configuration not stated)
  -0.8%, -0.2%, -10.7%[46.1 µM], -2.7%, -0.6%, 5.0%, -20.8%
> COc1ccc(C2CC(c3ccc4ccccc4c3)=NN2C(=O)CNC2CCCCC2)cc1 (configuration not stated)
  -3.5%, -3.3%, ?, -8.5%, -3.2%, 5.7%, .
> Nc1c(C2=NCCO2)nnn1Cc1ccccc1
  0.0%, 4.2%, -14.4%[46.1 µM], 4.1%, 1.1%, 19.4%[38.3 µM], 8.1%
> Nc1nc(NC(=O)c2cccnc2)nn1-c1ccccc1
  -4.5%, -1.9%, -8.2%[46.1 µM], -9.0%, -1.7%, -5.1%[38.3 µM], 7.9%
> Cn1c2ccc(F)cc2c2ncn(Cc3ccco3)c(=O)c21
  -0.7%, 12.5%, -2.7%[46.1 µM], -6.8%, -4.0%, 9.5%[38.3 µM], 5.3%
> Cc1ccc(C(=O)NC(=S)Nc2ccccc2N2CCCC2)cc1[N+](=O)[O-]
  0.0%, 0.1%, -38.4%, -3.1%, -1.6%, 8.9%, ?
> O=C(c1cccc(F)c1)N1CCC2(CCCN(c3ccc(-c4ccccc4)cc3)C2)CC1
  ., 3.1%, ., ., -2.2%, 7.8%, .
> Cn1cnnc1SCC(=O)N(Cc1ccc2c(c1)OCO2)C1(C(=O)NC2CCCCC2)CCCC1
  2.6%, -13.3%, -6.0%[46.1 µM], -1.7%, -5.4%, -10.1%[38.3 µM], 0.4%
> N#CC(C#N)=Cc1cc2ccccc2nc1N1CCCCC1
  -1.9%, 2.4%, -53.5%, ?, -3.9%, -3.7%, ?
> Cc1ccc(C(=O)Oc2cc(C)n(C)c(=O)c2)cc1
  ?, -12.4%, -6.4%[46.1 µM], 0.0%, -7.1%, -0.1%[38.3 µM], -1.0%
> Cc1ccccc1Cn1cc(C)c(=O)[nH]c1=O
  1.2%, 0.7%, 13.4%, 2.8%, 1.5%, 4.9%, 9.3%[46 µM]
> COc1ccc(NC(=O)c2ccc(-n3nc(C)cc3C)cc2)cc1OC
  0.1%, -13.6%, -12.1%[46.1 µM], 4.1%, -8.9%, 14.0%[38.3 µM], 0.5%
> COc1cc(NC(=O)c2ccco2)c(OC)cc1NC(=O)CSc1ncc(-c2ccc(F)cc2)[nH]1
  -0.3%, -5.4%, -12.3%[46.1 µM], -2.4%, -0.3%, 19.9%[38.3 µM], 4.3%
> C/C(=N/NC(=O)CNC(=O)CCc1ccccc1)c1ccc(Cl)c(Cl)c1
  -3.8%, 0.9%, -1.0%, 1.2%, ., ., .
> CCOCC(=O)Nc1nnc(Cc2ccc(OC)c(OC)c2)s1
  -2.8%, -3.9%, 1.2%[7.67 µM], 7.6%, -2.1%, 1.0%[38.3 µM], -1.6%
> CC(C)NC(=O)N1CCC2(CC1)CCN(S(C)(=O)=O)CC2
  ., -1.6%, ., ., -0.7%, -6.5%, .
> O=C(CSc1ncccn1)Nc1ccccc1
  2.3%, 9.7%, -9.3%[46.1 µM], 5.9%, 0.1%, -0.7%[38.3 µM], 8.8%
> C/C(N)=C(/C#N)C(=O)COC(=O)[C@@H](NC(=O)c1ccccc1Cl)C(C)C
  1.8%, 5.4%, 3.9%, 0.7%, 1.5%, 13.0%, -2.3%[46 µM]

Complete entries from above. Screens in order: Epigenetic derep, GLA spleen mod, NPSR antagonist, CBFb-RUNX1 inh, Luc counter, IMPase Li inh, LMNA splice mod
Shown for `N#CC(C#N)=Cc1cc2ccccc2nc1N1CCCCC1` = -1.9%, 2.4%, -53.5%, ?, -3.9%, -3.7%, ?
Shown for `COc1ccc(C2CC(c3ccc4ccccc4c3)=NN2C(=O)CNC2CCCCC2)cc1` (configuration not stated) = -3.5%, -3.3%, ?, -8.5%, -3.2%, 5.7%, .
Shown for `Cc1ccc(-n2c(C)cc(C(=O)COC(=O)C3=NNC(=O)CC3)c2C)cc1` = 1.4%, 2.3%, -4.9%[46.1 µM], -21.8%, -0.5%, 31.3%[38.3 µM], -3.9%

(next part)
Each structure is followed by: Epigenetic derep, GLA spleen mod, NPSR antagonist, CBFb-RUNX1 inh, Luc counter, IMPase Li inh, LMNA splice mod
> Cc1cccc(NC(=O)CSc2nc(C)nc3c2c(=O)n(C)c(=O)n3C)c1
  2.9%, -7.3%, 4.5%[46.1 µM], -0.8%, -1.1%, -26.1%[38.3 µM], -1.1%
> Cc1cc(C)nc(/N=C2\NC(=O)CC(C(=O)O)N2c2ccc(Oc3ccccc3)cc2)n1 (configuration not stated)
  0.0%, 5.7%, -9.0%[46.1 µM], 5.6%, 1.2%, -6.4%[38.3 µM], 0.9%
> COC(=O)C1Cc2ccccc2CN1C(=O)CCl (configuration not stated)
  -0.1%, 6.4%, -3.8%, 29.1%, -0.2%, -7.4%, ?
> COCc1cc(C)n(CC(=O)N/N=C/c2ccc(-c3ccc(Cl)c(C(=O)O)c3)o2)c(=O)c1C#N
  -1.0%, 4.2%, -7.1%, -7.8%, 3.1%, 10.7%, ?
> CC(C)NS(=O)(=O)c1cccc2nsnc12
  2.2%, -2.0%, 3.2%[46.1 µM], 2.0%, -7.6%, 1.3%[38.3 µM], 11.1%
> Cc1cc(C)cc(NC(=O)c2ccc(CSc3nnc(C)s3)cc2)c1
  -2.3%, 0.9%, -14.0%[46.1 µM], 7.1%, -3.9%, 1.6%[38.3 µM], 5.3%[0.0737 µM]
> C=CC[C@H]1Cc2c(cccc2[N+](=O)[O-])[C@H](CC=C)N1
  -0.1%, -1.5%, 18.0%, -1.6%, -2.8%, -2.4%, .
> CC(=O)Nc1ccc(/C=N/Nc2ccc(C(=O)c3c(C)cc4ccccn34)cc2[N+](=O)[O-])cc1
  2.2%, 4.4%, -3.2%, -2.0%, ., ., .
> CCN(CC)CCC(c1ccc2c(c1)OCO2)c1c(O)cc(OC)cc1OC (configuration not stated)
  7.0%, 17.6%&-0.7%, 22.9%, -7.2%&3.7%, ., ., .
> CC(C)C(=O)N(Cc1cc2ccccc2[nH]c1=O)C(C)C
  -0.3%, 6.0%, 5.1%[46.1 µM], 8.9%, -4.4%, -1.5%[38.3 µM], 1.0%
